Bioassay records as filed in PubChem.
M1 antagonist: antagonists of rat M1 muscarinic receptor; P08482; CHO-M1 cells, Fluo-4 calcium, ACh EC80 antagonist mode; stronger effect = lower value; B-score at 10 µM; hit rate 3.4% among 64,000;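 active means calcium fluorescence response, raw or row-and-column corrected B-score, differing from the plate sample mean either way at a set confidence level, mostly lower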
S1P1 ag pot: agonists and agonism potentiators of human S1P1 receptor. P21453. S1P1 CRE-bla cells, forskolin, beta-lactamase FRET, potentiator mode; S1P1 agonist co-added at EC20, 2 nM; 100% = saturating reference agonist, 0% = basal. activation, % at 9.5 µM. hit rate 0.57% among 56,000. AID 449;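 active means activation above a cutoff set at the mean activation of all tested compounds plus 3 SD, cut at about 54% in these data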;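 further: forskolin at 4 µM as EC80 and the EC20 agonist is SEW2871; 100% = SEW2871 at its EC100 plus forskolin at EC80; some compounds past the cut are filed as inactive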
Target sequence (P21453 whole entry, looked up): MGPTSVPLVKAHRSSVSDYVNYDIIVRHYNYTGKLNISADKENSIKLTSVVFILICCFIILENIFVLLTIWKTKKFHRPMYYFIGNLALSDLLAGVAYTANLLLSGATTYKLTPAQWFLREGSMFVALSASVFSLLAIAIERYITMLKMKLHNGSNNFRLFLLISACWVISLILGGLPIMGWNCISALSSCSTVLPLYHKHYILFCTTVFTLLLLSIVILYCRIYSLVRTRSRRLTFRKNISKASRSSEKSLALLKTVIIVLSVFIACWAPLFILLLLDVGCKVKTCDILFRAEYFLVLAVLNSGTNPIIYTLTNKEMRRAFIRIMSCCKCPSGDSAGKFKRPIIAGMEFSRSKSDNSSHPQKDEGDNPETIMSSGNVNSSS
HTR1A agonist: 5-HT1a (human) receptor agonism; P08908; CHO 5-HT1a Ga15 NFAT-bla reporter, FRET ratio; 0% basal, 100% maximal reference agonist; activation, % at 10 µM; hit rate 0.56% among 65,000; AID 567;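 active means activation above the screen-wide mean activation plus 3 SD, cut at about 19% in these data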;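 further: 0% = DMSO wells and 100% = 5-CT at EC100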
Target sequence (P08908 whole entry, looked up): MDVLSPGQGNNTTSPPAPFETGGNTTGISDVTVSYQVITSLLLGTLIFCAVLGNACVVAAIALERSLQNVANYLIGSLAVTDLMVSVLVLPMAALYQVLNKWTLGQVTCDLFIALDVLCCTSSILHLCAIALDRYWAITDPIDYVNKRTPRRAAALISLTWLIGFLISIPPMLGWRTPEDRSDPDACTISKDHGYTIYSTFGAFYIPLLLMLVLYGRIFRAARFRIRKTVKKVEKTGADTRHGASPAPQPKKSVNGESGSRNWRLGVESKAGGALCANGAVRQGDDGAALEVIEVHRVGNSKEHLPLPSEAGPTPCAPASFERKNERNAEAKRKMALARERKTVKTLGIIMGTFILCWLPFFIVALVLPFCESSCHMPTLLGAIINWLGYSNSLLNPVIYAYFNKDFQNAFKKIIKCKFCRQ
M1 agonist: activates the M1 muscarinic receptor | CHO-M1 cells, Fluo-4 calcium fluorescence, agonist mode; stronger effect = higher value | B-score at 10 µM | hit rate 3% among 64,000;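 active means fluorescence rise, raw or as B-score row- and column-corrected plate score, outside the 99.7% band of its plate's samples, either direction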
HTR1E antagonist: blocks the human 5-HT1E serotonin receptor. CHO 5-HT1E Ga15 NFAT-bla reporter, FRET, antagonist. inhibition, % at 6 µM. hit rate 0.99% among 65,000;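 active means inhibition above a set limit, the mean inhibition across every tested compound plus 3 SD, cut at about 29% in these data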;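 further: signal is the 460 over 535 nm emission ratio of beta-lactamase substrate; 0% = agonist plus DMSO wells and 100% = wells without agonist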
Jurkat tox 60K: cytotoxicity toward Jurkat cells | Jurkat E6.1 viability, ATP luminescence, 48 h | AID 463 | hit rate 1.2% among 56,000 | inhibition, % at 4 µM;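 active means inhibition above the mean inhibition of all tested compounds plus 3 SD, cut at about 28% in these data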
5HT1a antag: antagonists of human 5-HT1a serotonin receptor | P08908 | CHO 5-HT1a Ga15 NFAT-bla reporter, antagonist mode | inhibition, % at 10 µM | hit rate 0.68% among 62,000 | AID 612;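 active means inhibition above the mean of all tested compounds plus 3 SD, cut at about 43% in these data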;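 further: receptor stimulated by 5-CT agonist at 100 nM near EC80; beta-lactamase reporter measured by ratiometric fluorescence of a cleavable substrate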
HTR1E agonist: activates the human 5-HT1E serotonin receptor; P28566; AID 574; CHO 5-HT1E Ga15 NFAT-bla reporter, FRET; 0% DMSO wells, 100% control agonist wells; hit rate 0.69% among 65,000; activation, % at 6 µM;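 active means activation above a set limit, the screen-wide mean activation plus 3 SD, cut at about 8.5% in these data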;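 further: 100% = positive control agonist at 1 µM giving full maximal response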
S1P3 ag: activates the human S1P3 receptor; Q99500; S1P3 NFAT-BLA reporter cells, agonism, FRET ratio; relative to 1 µM S1P, basal subtracted; activation, % at 4.5 µM; hit rate 0.1% among 60,000; AID 373;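 active means activation above the screen-wide mean plus 3 SD, cut at about 4.5% in these data, passing the limit was not always enough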; further: some compounds called inactive have numbers as strong as hits
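Assay system: CHO cells stably expressing human S1P3, Gα16 and NFAT-β-lactamase reporter. Timing: overnight plating, 4 h compound 37 °C, 2 h substrate RT. Signal: β-lactamase FRET emission ratio 460/535 nm. Measure: percent activation versus median 1 µM S1P response, basal-subtracted, per plate. Repeats: primary screen single test, confirmation screen in triplicate.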
The depositor's hits bear a star.

What do the screens show for `COc1ccc(C2=Nn3c(nnc3-c3ccccc3)SC2)cc1OC`?
M1 antagonist: 0.56; S1P1 ag pot: -53; HTR1A agonist: 3.0; M1 agonist: -0.56; HTR1E antagonist: 49*; HTR1E agonist: 1.2; S1P3 ag: 4.1

Results for Cc1ccc(NC(=O)COC(=O)C2=COCCO2)cc1 ?
M1 antagonist: 0.73; S1P1 ag pot: -10; HTR1A agonist: -2.0; M1 agonist: 0.0023; HTR1E antagonist: -2; Jurkat tox 60K: -2; 5HT1a antag: -7; HTR1E agonist: -0.1; S1P3 ag: -0.4

How did O=C(O)CSCc1ccc(Cl)cc1 do in these assays?
M1 antagonist: 0; HTR1A agonist: -2.8; M1 agonist: -0.61; HTR1E antagonist: -3; Jurkat tox 60K: 2; 5HT1a antag: 9; HTR1E agonist: 0.6; S1P3 ag: -1.1

Results for Cc1cccc(OCCOCCN2CCOCC2)c1C ?
M1 antagonist: -0.69; S1P1 ag pot: -20; HTR1A agonist: -0.5; M1 agonist: -0.079; HTR1E antagonist: -5; Jurkat tox 60K: -2; 5HT1a antag: 4; HTR1E agonist: 0.5; S1P3 ag: -0.7

What do the screens show for `COc1ccc(NC(=O)C2C(=O)NC3(C)CC2c2ccccc2O3)cc1` (configuration not stated)?
M1 antagonist: 0.25; S1P1 ag pot: -4; HTR1A agonist: 0.6; M1 agonist: 0.18; HTR1E antagonist: -1; Jurkat tox 60K: 0; 5HT1a antag: 2; HTR1E agonist: -0.7; S1P3 ag: -0.6

Results for O=C(CCSc1nnc2scc(-c3ccccc3)n12)NCc1ccc2c(c1)OCO2 ?
M1 antagonist: -0.62; S1P1 ag pot: -38; HTR1A agonist: 1.1; M1 agonist: 2.5; HTR1E antagonist: 18; Jurkat tox 60K: -6; 5HT1a antag: 3; HTR1E agonist: -1.1; S1P3 ag: 0.0

How did N#CC1=C(N)OC2=C(C(=O)CCC2)C1Cc1ccccc1 (configuration not stated) do in these assays?
M1 antagonist: -0.45; S1P1 ag pot: 2; HTR1A agonist: -2.1; M1 agonist: -0.71; HTR1E antagonist: -14; Jurkat tox 60K: -2; 5HT1a antag: -6; HTR1E agonist: 0.2; S1P3 ag: 0.1

How did Cc1cc(N2C(=O)C(=O)/C(=C(/O)c3ccc(F)cc3)C2c2ccc(Cl)cc2)no1 (configuration not stated) do in these assays?
M1 antagonist: 0; HTR1A agonist: 0.5; M1 agonist: -0.46; HTR1E antagonist: -6; Jurkat tox 60K: -2; 5HT1a antag: -23; HTR1E agonist: 1.4; S1P3 ag: -0.1

How did Fc1ccccc1CSc1nc2ncccc2[nH]1 do in these assays?
M1 antagonist: -0.094; S1P1 ag pot: 8; HTR1A agonist: -3.1; M1 agonist: -1.4; HTR1E antagonist: 6; Jurkat tox 60K: -17; 5HT1a antag: -6; HTR1E agonist: 0.9; S1P3 ag: -1.2

What do the screens show for `Cc1ccc(-c2cc(C(=O)NCc3ccccn3)no2)cc1`?
M1 antagonist: 0.63; S1P1 ag pot: -4; HTR1A agonist: 0.5; M1 agonist: -0.4; HTR1E antagonist: -8; Jurkat tox 60K: -6; 5HT1a antag: 5; HTR1E agonist: 1.1; S1P3 ag: 0.1

Results for COc1ccc(OC)c(S(=O)(=O)Nc2ccc(OCC(=O)O)cc2)c1 ?
M1 antagonist: 1.2; S1P1 ag pot: -4; HTR1A agonist: 0.5; M1 agonist: -0.11; HTR1E antagonist: 5; Jurkat tox 60K: -5; 5HT1a antag: -3; HTR1E agonist: 0.6; S1P3 ag: -0.1

How did CN(Cc1nc(-c2ccccn2)no1)S(=O)(=O)c1ccccc1 do in these assays?
M1 antagonist: 1.5; S1P1 ag pot: 4; HTR1A agonist: -0.8; M1 agonist: 0.9; HTR1E antagonist: -6; Jurkat tox 60K: -4; 5HT1a antag: 8; HTR1E agonist: -0.2; S1P3 ag: -0.3

2 records drawn at random from those above, as already listed:
What do the screens show for `Cc1ccc(-c2cc(C(=O)NCc3ccccn3)no2)cc1`?
M1 antagonist: 0.63; S1P1 ag pot: -4; HTR1A agonist: 0.5; M1 agonist: -0.4; HTR1E antagonist: -8; Jurkat tox 60K: -6; 5HT1a antag: 5; HTR1E agonist: 1.1; S1P3 ag: 0.1

Results for Cc1cccc(OCCOCCN2CCOCC2)c1C ?
M1 antagonist: -0.69; S1P1 ag pot: -20; HTR1A agonist: -0.5; M1 agonist: -0.079; HTR1E antagonist: -5; Jurkat tox 60K: -2; 5HT1a antag: 4; HTR1E agonist: 0.5; S1P3 ag: -0.7

Further structures
What do the screens show for `CCN(CC)S(=O)(=O)c1ccc2oc(C(=O)O)c(C)c2c1`?
M1 antagonist: 0.7; S1P1 ag pot: -7; HTR1A agonist: -0.6; M1 agonist: 0.49; HTR1E antagonist: 0; Jurkat tox 60K: -3; 5HT1a antag: 8; HTR1E agonist: -0.5; S1P3 ag: 1.5

How did CCC(c1nnc(SCC(=O)Nc2ccc(C(=O)Nc3ccccc3OC)cc2)o1)N(C)C (configuration not stated) do in these assays?
M1 antagonist: 0.005; S1P1 ag pot: 8; HTR1A agonist: -1.1; M1 agonist: -0.48; HTR1E antagonist: -10; Jurkat tox 60K: -8; 5HT1a antag: -8; HTR1E agonist: 0.1; S1P3 ag: -0.7

What do the screens show for `CCOC(=O)c1ccc(N2C(=O)c3n[nH]c(C)c3C2c2ccc(OC)cc2)cc1` (configuration not stated)?
M1 antagonist: 1; S1P1 ag pot: -18; HTR1A agonist: 1.2; M1 agonist: -0.052; HTR1E antagonist: -9; Jurkat tox 60K: 4; 5HT1a antag: 20; HTR1E agonist: -0.7; S1P3 ag: -1.2

How did CSc1nc2c(c(=O)n1C)SC(C)C2 (configuration not stated) do in these assays?
M1 antagonist: -0.41; S1P1 ag pot: -15; HTR1A agonist: -1.3; M1 agonist: 0.41; HTR1E antagonist: -2; Jurkat tox 60K: -6; 5HT1a antag: 7; HTR1E agonist: 0.6; S1P3 ag: -0.5

Results for Nc1c(C(=O)CCC(=O)O)oc2ccc(Cl)cc12 ?
M1 antagonist: -1; S1P1 ag pot: -8; HTR1A agonist: -0.8; M1 agonist: -0.91; HTR1E antagonist: 4; Jurkat tox 60K: -2; 5HT1a antag: -3; HTR1E agonist: 0.5; S1P3 ag: 0.2

How did O=C1C2C3CCCC3=C3CCCC3C2C(=O)N1c1ccccc1 (configuration not stated) do in these assays?
M1 antagonist: -3.2*; S1P1 ag pot: -35; HTR1A agonist: -0.9; M1 agonist: -0.15; HTR1E antagonist: 2; Jurkat tox 60K: 8; 5HT1a antag: 0; HTR1E agonist: 0.9; S1P3 ag: -1.2

What do the screens show for `COC(=O)c1cc(-c2cccc(OC)c2)on1`?
M1 antagonist: -1.1; S1P1 ag pot: -24; HTR1A agonist: -3.5; M1 agonist: 0.0029; HTR1E antagonist: 4; Jurkat tox 60K: 2; 5HT1a antag: 1; HTR1E agonist: 0.0; S1P3 ag: -0.2

What do the screens show for `Cn1c(SCC(=O)NCc2ccco2)nc2ccccc2c1=O`?
M1 antagonist: -1.2; S1P1 ag pot: 7; HTR1A agonist: -1.0; M1 agonist: -0.4; HTR1E antagonist: -3; Jurkat tox 60K: 2; 5HT1a antag: 18; HTR1E agonist: -0.9; S1P3 ag: -1.0

What do the screens show for `CCOC(=O)N1CCN(CC(=O)Nc2cc3c(cc2C(C)=O)OCO3)CC1`?
M1 antagonist: 1.1; S1P1 ag pot: 4; HTR1A agonist: -1.9; M1 agonist: 0.12; HTR1E antagonist: -6; Jurkat tox 60K: 2; 5HT1a antag: 5; HTR1E agonist: 1.2; S1P3 ag: -0.6

What do the screens show for `CC(=O)Nc1sc2c(c1C(=O)N1CCOCC1)CCCCC2`?
M1 antagonist: 0.019; S1P1 ag pot: -13; HTR1A agonist: -6.8; M1 agonist: -0.58; HTR1E antagonist: 0; Jurkat tox 60K: 0; 5HT1a antag: -5; HTR1E agonist: 0.4; S1P3 ag: 0.3

Results for CCCCn1c(Oc2ccc(C(=O)OC)cc2)nc2c1c(=O)n(C)c(=O)n2C ?
M1 antagonist: 0.25; S1P1 ag pot: -24; HTR1A agonist: -1.3; M1 agonist: 0.17; HTR1E antagonist: -3; Jurkat tox 60K: 1; 5HT1a antag: -18; HTR1E agonist: 0.1; S1P3 ag: -1.5

How did c1ccc(OCc2nn3c(Cn4cnc5ccccc54)nnc3s2)cc1 do in these assays?
M1 antagonist: -2; HTR1A agonist: 0.6; M1 agonist: -3; HTR1E antagonist: 11; Jurkat tox 60K: 2; 5HT1a antag: -6; HTR1E agonist: -0.1; S1P3 ag: -1.0

What do the screens show for `CCCCNS(=O)(=O)c1ccc(OC)c2ncccc12`?
M1 antagonist: 0.23; S1P1 ag pot: 10; HTR1A agonist: -3.4; M1 agonist: 1.6; HTR1E antagonist: 0; Jurkat tox 60K: -6; 5HT1a antag: -11; HTR1E agonist: 0.2; S1P3 ag: 0.1

What do the screens show for `Cc1ccnc(N2CCN(c3cc(C)c(C#N)c4nc5ccccc5n34)CC2)c1`?
M1 antagonist: -2.5*; S1P1 ag pot: -1; HTR1A agonist: 5.8; M1 agonist: 4.3; HTR1E antagonist: -10; HTR1E agonist: -0.3; S1P3 ag: -2.4

What do the screens show for `COc1ccc2c(Cl)c(C(=O)NCCCn3ccnc3)sc2c1`?
M1 antagonist: -0.24; S1P1 ag pot: -5; HTR1A agonist: -1.2; M1 agonist: 0.096; HTR1E antagonist: 18; Jurkat tox 60K: 12; 5HT1a antag: 2; HTR1E agonist: -0.6; S1P3 ag: -1.3

What do the screens show for `CCN(CC)S(=O)(=O)c1ccc(-c2nnc(SCC(=O)N3CCc4ccccc43)o2)cc1`?
M1 antagonist: -0.26; S1P1 ag pot: -11; HTR1A agonist: -2.8; M1 agonist: 0.042; HTR1E antagonist: 4; Jurkat tox 60K: -1; 5HT1a antag: 8; HTR1E agonist: 0.7; S1P3 ag: -1.0

Results for CC1CC(C)CN(CC(C)(C)NS(=O)(=O)c2ccccc2)C1 (configuration not stated) ?
M1 antagonist: -2.6*; S1P1 ag pot: 21; HTR1A agonist: -1.9; M1 agonist: 1.5; HTR1E antagonist: -4; Jurkat tox 60K: -3; 5HT1a antag: 2; HTR1E agonist: -0.1; S1P3 ag: 1.0

Results for COc1ccc2nc(SCc3nc(N)nc(Nc4ccccc4)n3)[nH]c2c1 ?
M1 antagonist: -0.22; S1P1 ag pot: -69; HTR1A agonist: 4.6; M1 agonist: 1.3; HTR1E antagonist: 40*; Jurkat tox 60K: -3; 5HT1a antag: 6; HTR1E agonist: 1.5; S1P3 ag: 0.6

Results for COc1ccc(CCNS(=O)(=O)c2ccc3c(c2)OCCO3)cc1OC ?
M1 antagonist: 0; HTR1A agonist: -0.7; M1 agonist: -1.2; HTR1E antagonist: -3; 5HT1a antag: -16; HTR1E agonist: 0.5

Results for O=S(=O)(c1cc(Cl)ccc1Cl)n1nnc2ccccc21 ?
M1 antagonist: -0.24; S1P1 ag pot: -3; HTR1A agonist: -3.8; M1 agonist: 0.18; HTR1E antagonist: 0; Jurkat tox 60K: 2; 5HT1a antag: -8; HTR1E agonist: -0.4; S1P3 ag: -0.7

Hits appear at their usual frequency; overall some 8.9% were active at least once.
